Vif-APOBEC3F blk: Vif-A3F binding inhibition. 390,000 tested, 0.2% active. AID 602313. HeLa A3F-eYFP + Vif (tagged APOBEC3F with the HIV-1 protein that degrades it), YFP fluorescence increase. Potency, µM (highest dose often 46.1 µM), inactives show at the top dose activity, negative = active; further: potency means the concentration at half of the fitted maximal effect; % of control where 0% means no effect; nearly all actives have a fitted effect of over 65% in size
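HeLa cells stably expressing A3F-eYFP plus Vif, plated and incubated overnight at 37 deg C, then exposed to compounds overnight at 37 deg C. Blocked degradation read as raised yellow fluorescence (Ex 488/Em 500-530).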
Glioma ERSR ind: inducers of ER stress response in human glioma cells; U87-MG GRP78 promoter luciferase reporter, 16 h; Potency, µM, for inactives: at the highest dose activation, usual class: activators; 420,000 tested, 0.02% active; AID 602332; further: potency means the concentration at half of the fitted maximal effect; series mostly up to about 76 µM; % of control where 0% means no effect; nearly all actives have a fitted effect of over 35% in size
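ERSR induction read as luciferase luminescence (Bright-Glo, 10 min at room temperature) in stably transfected human U87-MG glioma cells exposed to compounds for 16 h, using GRP78 as sensor.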
RGS4 inh: inhibitors of human regulator of G protein signaling 4; P49798; Transcreener GDP fluorescence polarization, RGS4-accelerated GTP hydrolysis; Potency, µM (top dose mostly 114 µM), for the others: at the top dose activity change, negative = inhibition, hits mostly inhibitors; 390,000 tested, 0.039% active; further: potency means the concentration at half of the fitted maximal effect; on the % scale 0 is the no-effect control and ±100 the full control effect; nearly all actives have a fitted effect of over 75% in size; some results filed as inactive show a strong effect at the top dose
Target sequence (P49798 whole entry, looked up): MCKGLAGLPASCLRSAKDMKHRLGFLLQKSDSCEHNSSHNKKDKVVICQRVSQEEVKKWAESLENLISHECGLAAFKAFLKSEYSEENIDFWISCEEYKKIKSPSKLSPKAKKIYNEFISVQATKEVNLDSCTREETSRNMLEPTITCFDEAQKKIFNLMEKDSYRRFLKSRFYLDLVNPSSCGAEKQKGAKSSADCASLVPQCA
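MLSMR compounds (23 nl, pin-transferred) preincubated 10 min at room temperature with a 500nM (2x) first reagent, then RGS4 at 900nM (2x) plus Transcreener GDP mix added; fluorescence polarization (620/688 nm) read before and after 90 min at 30 °C.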
D2 agonist: D2 dopamine receptor (human) agonism; P14416; HEK293 T-REx D2 cells, calcium flux agonist mode; activation, % at 2 µM; 340,000 tested, 0.53% active;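 active means activation over 3 SD above normal in the single-dose calcium agonist read, cut at about 30% in these data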; further: 0% is about no effect
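In this primary screen, compounds producing a positive calcium signal within 180 s of addition to tetracycline-induced, force-coupled HEK293 Trex D2 cells are flagged; cells are dye-loaded with a no-wash calcium kit beforehand.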
Vif-A3G inh: inhibitors of Vif-APOBEC3G interaction. 410,000 tested, 0.076% active. HeLa A3G-eYFP + Vif (tagged APOBEC3G with the HIV-1 protein that degrades it), YFP fluorescence, overnight. Q9HC16. Potency, µM (series often up to 46.1 µM), for inactives: at the highest dose activity, negative = active, usual class: inhibitors;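 further: potency means the concentration at half of the fitted maximal effect; on the % scale 0 is the no-effect control and ±100 the full control effect; nearly all actives have a fitted effect of over 60% in size; hits raise eYFP signal because A3G escapes Vif-driven loss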
Target sequence (Q9HC16 whole entry, looked up): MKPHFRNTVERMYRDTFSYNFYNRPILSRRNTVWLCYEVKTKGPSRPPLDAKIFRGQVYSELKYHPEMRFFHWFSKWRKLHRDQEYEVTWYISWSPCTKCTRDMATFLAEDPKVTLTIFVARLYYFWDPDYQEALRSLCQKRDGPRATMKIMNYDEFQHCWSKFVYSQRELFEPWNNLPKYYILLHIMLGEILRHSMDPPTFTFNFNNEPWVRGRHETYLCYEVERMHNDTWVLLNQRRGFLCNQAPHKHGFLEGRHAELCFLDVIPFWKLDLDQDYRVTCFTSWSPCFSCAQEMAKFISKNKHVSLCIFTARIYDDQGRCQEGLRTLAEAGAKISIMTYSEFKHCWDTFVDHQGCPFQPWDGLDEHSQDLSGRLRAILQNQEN
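HeLa cells stably expressing Vif and C-terminally eYFP-tagged A3G, seeded overnight at 37 deg C, then exposed to compound by pintool overnight at 37 deg C. Rise in yellow fluorescence (Ex 488/Em 500-530, Acumen) marks blocked Vif-driven A3G degradation.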
ALOX12 inh: ALOX12 (human) lipoxygenase inhibition. 580,000 tested, 1.1% active. AID 1671190. purified 12hLO, xylenol orange hydroperoxide absorbance. Potency, µM (top dose mostly 108 µM), without a hit: at the highest dose activity change, negative = inhibition, most hits filed as inhibitors. P18054; further: potency means the concentration at half of the fitted maximal effect; on the % scale 0 is the no-effect control and ±100 the full control effect
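Purified human 12hLO at 150 nM in 25 mM Hepes, 0.01% Triton X-100, pH 7.0, preincubated 15 min at room temperature with compound. Reaction started with 40 uM arachidonic acid, 30 min at room temperature. Hydroperoxide measured by Fe-xylenol orange, 573/405 nm absorbance ratio.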
ERG Ets-DNA blk: blocks human ERG Ets domain binding to DNA; AID 624246; fluorescence polarization, His-ERG Ets domain / labelled DNA; P11308; 370,000 tested, 0.028% active; Potency, µM (titrated, usually from 76.9 µM), for inactives: top-dose FP activity, negative = inhibition, hits mostly inhibitors; active means well fitted inhibition curve with a large enough effect in the polarisation, with a control signal flat; inconclusive means small, poorly fitted or top-dose-only effect, or effect the other way, or a change in a side signal; inactive means no such curve, though single readings can be large or run the other way; the % refers to the polarisation;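 further: polarization taken with two DNA probes labelled with fluorescein and Texas red; potency means the concentration at half of the fitted maximal effect; % of control where 0% means no effect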
Target sequence (P11308 whole entry, looked up, the tested form may be a part): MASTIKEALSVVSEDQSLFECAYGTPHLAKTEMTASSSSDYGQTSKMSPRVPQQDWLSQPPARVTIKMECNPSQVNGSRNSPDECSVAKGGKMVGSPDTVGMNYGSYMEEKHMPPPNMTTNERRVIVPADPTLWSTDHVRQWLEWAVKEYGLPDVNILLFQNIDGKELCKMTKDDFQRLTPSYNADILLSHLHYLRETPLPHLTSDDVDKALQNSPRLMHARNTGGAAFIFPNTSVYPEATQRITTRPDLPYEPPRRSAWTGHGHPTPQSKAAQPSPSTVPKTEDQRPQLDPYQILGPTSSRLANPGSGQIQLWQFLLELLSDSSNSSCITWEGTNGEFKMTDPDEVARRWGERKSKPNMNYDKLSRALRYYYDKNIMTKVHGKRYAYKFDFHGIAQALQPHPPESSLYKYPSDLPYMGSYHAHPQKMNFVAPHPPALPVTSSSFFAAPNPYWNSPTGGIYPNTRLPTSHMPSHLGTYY
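His-tagged ERG Ets domain (1 uM in the protein solution; 300mM KCl, 50mM Tris-HCl, 1mM EDTA, 1mM DTT, pH 7.5) received compound, then a probe mix of 5 nM fluorescein-DNA and 100nM Texas-615-DNA. Fluorescence polarization was read for both dyes.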
LDHA inh: LDHA (human) enzyme inhibition; 480,000 tested, 0.15% active; P00338; activity change, % (values are at about 110 or 230 µM); purified LDHA, NADH/diaphorase-resazurin fluorescence; active compounds read low; in the data active means activity change below about -30%; inconclusive means mostly about -25% to -30%;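 further: plate controls were DMSO wells for no effect and wells without enzyme for full effect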
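LDH5 2 nM; NADH 0.06 mM, pyruvate 0.2 mM; 200 mM Tris pH 7.4, EDTA, Tween-20; 5 min RT. Detection: diaphorase 0.133 mg/mL + resazurin 37 µM, fluorescence ex540/em590 at 0 and 20 min; normalized to enzyme-free and DMSO wells.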
D2 antagonist: antagonizes the human D2 dopamine receptor | inhibition, % at 10 µM | HEK293 TREx D2 cells, calcium flux, dopamine EC80 | 340,000 tested, 2% active | P14416; in the data active means inhibition above about 30%; further: 0% is about no effect
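Compounds are added to dye-loaded, induced HEK293 T-REx cells coupled to calcium release via D2; after a 3 min kinetic read an EC80 dopamine stimulus is given and fluorescence is recorded for 3 more min.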
* hit, by the source's call; u = inconclusive; x = no result given; & = joins results of further samples; [ ] = remark or other dose. Unless noted, the call rests on the fitted dose curve; in most records, active means well fitted curve in the direction sought with a large enough effect; inconclusive means small, poorly fitted or top-dose-only effect, or another doubt; inactive means no such curve, though single readings can be large; an effect the other way counts as inactive or inconclusive.

SMILES | Vif-APOBEC3F blk | Glioma ERSR ind | RGS4 inh | D2 agonist | Vif-A3G inh | ALOX12 inh | ERG Ets-DNA blk | LDHA inh | D2 antagonist
Cc1cccc(-n2c(SCC(=O)N3CCCC3)nc3n[nH]c(C)c3c2=N)c1 | -7.5% | -3.2% | 13.5% | -0.6 | -1.0% | 0.2% | 6.7% | -4.5 | -4.6
O=C(NCCCCNC(=O)C1CCCC1)C1CCCC1 | -9.2% | -2.9% | -23.5% | 2.2 | 1.0% | -1.1% | -9.3% | -11.0 | -6.7
COc1cccc(NC(=S)N2CCN(S(C)(=O)=O)CC2)c1 | 1.7% | 5.2% | 2.4% | 0.0 | 2.3% | u | -0.3% | -3.1 | -3.1
COC(=O)Nc1ccc(=O)n(Cc2c(Cl)cccc2Cl)c1 | 2.8% | -7.1% | 20.0% | x | -0.1% | -9.6% | 2.0% | -3.7 | x
CCCCN1C(=O)C(CC(=O)NCc2ccco2)CC(C(=O)N2CCOCC2)=C1C (stereo not drawn) | -6.7% | -4.1% | x | x | 0.1% | -2.2% | x | -0.6 | x
Cc1ccc(NC(=O)CSc2ncn[nH]2)cc1S(=O)(=O)N1CCOCC1 | 17.3% | -2.4% | -14.7% | -0.5 | 0.0% | -4.7% | -1.6% | -2.2 | 29.4
CN(C)S(=O)(=O)c1cc(NC(=O)CSc2nn(-c3ccc(Cl)cc3)c(=S)s2)ccc1Cl | -3.3% | -4.5% | 6.3% | -0.2 | -1.6% | 3.5% | 7.5% | -4.5 | -6.9
CC1CCc2c(sc(NC(=O)CSc3ncnc4c3cnn4-c3ccccc3Cl)c2C#N)C1 (stereo not drawn) | 4.7% | -3.4% | u | x | 1.8% | -6.8% | -15.1% | -5.7 | x
CC(Cn1cncn1)C(=O)N1CCN(S(=O)(=O)c2ccc(Cl)cc2)CC1 (stereo not drawn) | -7.4% | 3.3% | -37.1% | 1.0 | -0.7% | 5.3% | -5.7% | -3.1 | 12.6
O=c1c2cn[nH]c2nc(SCc2cc(=O)n3cc(Br)ccc3n2)n1-c1ccc(Br)cc1 | 5.4% | -3.0% | -27.7% | -0.5 | -2.1% | 1.5% | 10.5% | -5.8 | 6.1
CCOc1ccccc1Nc1nc2c(S(=O)(=O)c3ccc(C)cc3)nnn2c2ccsc12 | -1.9% | -3.8% | 11.0% | 0.2 | -1.2% | 20.8%&-16.2% | 3.8% | 5.5&1.0 | x
Cc1ccc(OCC(=O)NNC(=O)C2CCC2)cc1C | -4.1% | 0.1% | 17.1% | -0.3 | 8.3% | 10.9% | 6.3% | 0.0 | 6.0
COc1ccc(/C=C/C(=O)NCC(=O)N/N=C(/CCC(=O)O)c2ccccc2)cc1 | -3.1% | 0.4% | -0.7% | -0.8 | 2.2% | 17.5% | -0.1% | -6.9 | -8.6
CCc1cc2c(=O)n(-c3ccc(C)cc3)cnc2s1 | x | -0.8% | 10.8% | 0.2 | -7.3% | 457.6%[activator] | -16.5% | -1.2 | -6.5
CC1(C(=O)Nc2ccc3nc[nH]c3c2)CCN1C(=O)Cc1ccc(-c2ccccc2)cc1 (stereo not drawn) | x | -5.1% | x | x | -0.5% | -10.1% | x | 2.4 | x
CC(C)CC(=O)N1CCN(c2ccc([N+](=O)[O-])c(NCc3ccccc3)c2)CC1 | -2.6% | -4.7% | u | x | 1.5% | u | -10.0% | -5.0 | x
O=C(COC(=O)c1ccc2c(c1)OCO2)Nc1nc(-c2ccccc2)cs1 | -3.4% | -2.3% | 0.0% | -1.4 | -1.8% | 10.0% | 1.2% | -8.5 | -14.6
CCN(C)c1ccc(/C=N\n2nnnc2N)cc1 | -8.9% | -4.8% | 3.3% | 0.0 | u | -23.5% | -0.3% | 2.1 | 10.0
CS(=O)(=O)N(CC(=O)N1CCOCC1)c1cccc(Cl)c1 | 0.5% | -4.0% | x | x | -1.0% | -20.1% | x | -8.1 | x
CCS(=O)(=O)N1CCCC(C(=O)c2ccc(OC)cc2C)C1 (stereo not drawn) | -18.5% | -3.5% | -2.7% | -0.2 | -0.4% | 0.4% | -6.3% | -8.4 | 16.9

Single entries from above:
Entry of `CC1(C(=O)Nc2ccc3nc[nH]c3c2)CCN1C(=O)Cc1ccc(-c2ccccc2)cc1` (stereo not drawn) under LDHA inh: 2.4
Entry of `CCc1cc2c(=O)n(-c3ccc(C)cc3)cnc2s1` under D2 antagonist: -6.5

Continued:
SMILES | Vif-APOBEC3F blk | Glioma ERSR ind | RGS4 inh | D2 agonist | Vif-A3G inh | ALOX12 inh | ERG Ets-DNA blk | LDHA inh | D2 antagonist
COCCN=c1scc(-c2cc(OC)c(OC)c(OC)c2)n1/N=C/c1c(C)[nH]c2ccccc12 | -6.7% | -5.3% | -27.7% | 6.8 | -26.4% | -25.6% | -9.7% | -2.6 | 6.1
COc1ccc(C(=O)NC(=S)Nc2cccc(NC(=O)c3ccco3)c2)cc1[N+](=O)[O-] | 9.0% | -4.0% | -3.1% | 0.4 | -9.4% | u | -11.0% | -1.2 | 1.1
COC1=C(C)C(O)=C(C(=O)/C=C/c2ccccc2)C(=O)C1(C)C | 1.5% | 2.2% | -25.7% | 1.0 | u | 8.6% | 5.7% | 0.3 | 8.3
COC(=O)[C@@]1(C)[C@H]2C(=O)N(Cc3ccccc3)C(=O)[C@H]2[C@H]2CN=C(SCC3CC3)N21 | 0.3% | -4.9% | -21.5% | x | 4.3% | u | -9.7% | -0.1 | x
COc1ccccc1N1C(=O)C2C(C(=O)c3ccccc3)=NN(c3ccccc3)C2C1=O (stereo not drawn) | -26.5% | -4.7% | -25.1% | 10.3 | -3.1% | u | 5.4% | -7.8 | 20.1
COc1ccc2c(c1)OC[C@H]1[C@H]2N2C(=O)c3cc(Br)ccc3NC(=O)[C@@]2(C)[C@H]1c1ccccc1 | -5.1% | -2.3% | 4.4% | 0.2 | -4.3% | x | 1.2% | -4.7 | -10.7
CC(C)(C)OC(=O)N1CCC(Cc2cc(-c3ccc(Cl)cc3)no2)(C(=O)O)CC1 | 3.9% | -1.8% | -4.7% | 0.4 | -7.7% | -28.1% | 2.0% | 2.2 | 19.1
CC1(c2ccco2)NC(=O)NC1=O (stereo not drawn) | 4.4% | -5.3% | -9.4%[11.4 µM] | 1.0 | 0.9% | -5.9% | -0.3% | -1.1 | -22.8
CCc1ccc(NC(=O)CSc2ccc(-c3cccnc3)nn2)cc1 | 0.7% | 7.0% | 20.5% | -0.5 | -1.4% | 3.3% | 7.4% | -3.0 | -13.0
COc1cc(S(=O)(=O)N2CCN(Cc3cccs3)CC2)ccc1NC(C)=O | 2.8% | -5.2% | -42.9% | x | -0.5% | -5.4% | -5.2% | -4.9 | x
CCOC(=O)c1nn(-c2ccccc2F)c2nc(-c3ccco3)c(C#N)c(=O)n12 | -2.3% | -1.3% | -4.9% | 0.5 | -1.9% | -8.0% | -4.9% | 3.8 | 17.2
COc1ccc(C(=O)Nc2ccc(Cl)cn2)cc1Cl | -4.6% | 4.3% | -0.7% | x | -1.2% | 8.1% | x | -3.1 | x
Cc1sc2nc(CSC(C)C(=O)NC3(C#N)CCCCC3)[nH]c(=O)c2c1C (stereo not drawn) | u | -3.0% | -41.2% | -0.3 | -3.2% | 2.0% | 3.2% | -0.7 | 38.3*
Cc1ccc(-n2cc(-c3ccccc3)c3c(N4CCOCC4)ncnc32)cc1 | 5.4% | 0.3% | 6.5% | 0.2 | -4.9% | 6.9% | -4.0% | -7.4 | -6.3
Cc1cc(OC(=O)c2ccccc2F)c([N+](=O)[O-])c(=O)[nH]1 | 0.4% | -4.3% | -16.8% | -0.9 | 2.9% | -6.9% | -2.8% | 2.3 | 15.4
COCCC(=O)N1CCOCC1c1cc(C(=O)Nc2ccccc2)no1 (stereo not drawn) | x | 2.7% | x | x | -0.5% | 7.8% | x | -1.0 | x
C=CCSc1nnc(NC(=O)CCNC(=O)c2ccccc2Cl)s1 | 1.6% | -3.4% | x | x | -7.6% | -19.4% | x | 1.1 | x
CC(C)C(=O)OCC(=O)Nc1ccc(N=Nc2ccccc2)cc1 | u | -1.8% | -17.3% | -0.5 | -19.0% | -14.5% | -12.9% | -3.3 | 2.1
CNc1ccccc1C(C)(C)c1cc(-c2cc(C)cc(C)c2)no1 | -6.0% | -4.5% | -2.6% | -1.1 | -7.5% | -29.1% | -1.4% | -1.1 | 1.0
Cc1c(-c2n[nH]c(=S)n2-c2ccc(C(F)(F)F)cc2)nnn1-c1ccccc1 | 0.3% | -1.2% | -43.5% | 0.3 | -2.5% | u | x | -9.1 | 15.8
Cc1ccc(CN2CCN(CCCc3ccccc3)CC2CCO)cc1 (stereo not drawn) | -7.2% | -2.5% | 4.4% | 53.1* | -0.1% | 0.0% | 1.5% | -12.3 | 49.2*
O=C(O)/C=C/C(=O)N(Cc1ccccc1)Cc1ccco1 | 5.0% | -2.2% | -2.4% | 1.3 | -4.0% | -19.9% | 3.2% | -3.3 | 8.7
COc1ccc(OC)c(CN2CCN(C(=O)c3cccs3)CC2)c1 | 11.5% | -5.8% | 3.7% | 81.9* | 0.6% | -8.9% | -2.3% | u | 71.0*
O=C(C(=Cc1ccc(F)cc1)C(=O)c1ccccc1)c1ccccc1 | x | -2.7% | x | x | u | -1.2% | x | 4.6 | x
Cc1ccccc1C(=O)c1cccn1CC(=O)NCc1ccc2c(c1)OCO2 | 1.4% | -6.7% | 34.8% | -1.4 | 0.5% | 0.0% | 0.7% | -0.3 | -14.4

Compound activity as filed in PubChem.

A portion of the library; the hit share may differ from the screen's.
